# Assay outcomes as filed in PubChem.
# NR2E3 ag-1: activates human NR2E3 receptor | Q9Y5X4 | CHO-S Gal4-NCOR/VP16-NR2E3 two-hybrid, luciferase | inhibition of corepressor binding, % at 3.98 µM | 360,000 tested, 0.35% active | AID 602229;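 active = inhibition above the mean of all tested compounds plus 3 SD, cut at about 70% in these data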;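 note: 0% = DMSO with NR2E3 transfected cells and 100% = cells lacking NR2E3 construct; higher means lower luciferase signal from less NR2E3 corepressor binding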
# Target sequence (Q9Y5X4 whole entry, looked up, the tested form may be a part): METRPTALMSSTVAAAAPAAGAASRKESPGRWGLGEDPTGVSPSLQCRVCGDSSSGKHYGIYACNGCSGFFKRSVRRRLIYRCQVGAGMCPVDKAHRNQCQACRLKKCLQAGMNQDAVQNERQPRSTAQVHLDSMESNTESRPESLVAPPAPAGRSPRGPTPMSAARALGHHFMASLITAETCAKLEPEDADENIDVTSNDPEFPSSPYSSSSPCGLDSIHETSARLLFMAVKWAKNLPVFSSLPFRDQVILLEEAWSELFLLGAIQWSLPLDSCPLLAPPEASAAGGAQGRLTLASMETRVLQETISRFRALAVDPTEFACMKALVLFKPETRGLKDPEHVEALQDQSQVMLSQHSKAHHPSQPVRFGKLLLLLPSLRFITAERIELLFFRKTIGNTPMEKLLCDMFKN
# Peg3 promoter: reduces Peg3 promoter-driven luciferase expression in HeLa | HeLa PEG-Prom luciferase reporter, luminescence, overnight | 360,000 tested, 1.7% active | inhibition, % at 20 µM;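 active = inhibition of at least 50% at 20 µM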
# HIF-2a block: inhibitors of HIF-2a. 360,000 tested, 0.72% active. 786-0 RCC cells HIF-2a reporter, luciferase luminescence, overnight. inhibition, % at 18.8 µM;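 active = inhibition of the luminescence signal of 40% or more relative to plate controls, in a single-dose primary screen at 18.75 µM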
# hiPSC survival: increases survival of single human iPS cells; hiPSC single-cell survival, ATPlite luminescence; 100% = ROCK inhibitor wells, 0% = DMSO; survival enhancement, % at 20 µM; 360,000 tested, 0.044% active; AID 602274; in the data active = survival enhancement above about 18%;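 note: cells exposed to compounds for 16 hours before the ATP read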
# NR2E3 ag-2: activates human photoreceptor nuclear receptor NR2E3; Q9Y5X4; GST-NR2E3/biotin-RetCOR TR-FRET, 1536-well; inhibition of corepressor binding, % at 4.78 µM; 320,000 tested, 0.12% active; AID 2300;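 active = percent inhibition above the cutoff of mean plus 3 SD of all tested compounds, set per screening campaign, cut at about 20% in these data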;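 note: 0% = DMSO wells and 100% = biotin wells as full block of FRET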
#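 Material: NR2E3–RetCOR corepressor complex / Incubation: Compound–protein incubation for 5 h at 4 °C / Dosing: compound at 4.8 µM, single dose / Detection: time-resolved FRET / Benchmarks: high control biotin, low control 0.6% DMSO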
# EBV LMP1 NFkB: inhibitors of Epstein-Barr LMP1-induced NF-kappaB reporter; LMP1-induced NF-kappaB luciferase reporter cells, luminescence; inhibition, % at 12.5 µM; 350,000 tested, 0.69% active; AID 504558; in the data active = inhibition above about 41%;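 note: 0% = neutral control wells and 100% = reference inhibitor control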
# KKLEB tox: counter-screen for CF NF-kB inhibitors: cytotoxicity; KKLEB CF airway cells viability, ATPlite luminescence, overnight; stronger effect = lower value; cells stimulated with P. aeruginosa culture filtrate; activity change (cytotoxicity), % at 5 µM; 360,000 tested, 0.36% active; AID 602141;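 active = corrected activity change at or below -50% at 5 µM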
# CF NFkB inh: cystic fibrosis NF-kB activation inhibition | 360,000 tested, 0.86% active | AID 588850 | inhibition, % at 5 µM | KKLEB NF-kB-GFP reporter, PAF-induced, GFP fluorescence overnight;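 active = at least 50% inhibition at 5 µM, scaled per plate between neutral and stimulator controls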;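 note: PAF is a Pseudomonas aeruginosa culture filtrate used as stimulus; plate controls were PAF-stimulated DMSO wells for no effect and unstimulated DMSO wells for full effect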
# Shn3 inh set2: inhibitors of Schnurri-3 3'UTR reporter in osteoblasts. Clone20 osteoblast Shn3 3'UTR firefly luciferase, 24 h. inhibition, % at 12.5 µM. 360,000 tested, 0.52% active. AID 588674;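 active = mean inhibition of at least 75% with every replicate also reaching 75%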;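 note: 0% = median of neutral control wells and 100% = pilot-screen positive control compound; some compounds past the cut are filed as inactive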
# C8 TRAIL sens: sensitizes caspase-8 expressing cells to TRAIL; 360,000 tested, 1% active; NB7+C8 cells + TRAIL, ATPlite viability luminescence; inhibition (viability loss, TRAIL sensitization), % at 10 µM;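 active = compounds causing at least 50% loss of cell viability in the single-dose screen, relative to plate controls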
# MITF TRPM1 inh: inhibitors of MITF-driven TRPM1 promoter in melanoma cells; SK-MEL-5 TRPM1 promoter luciferase, 24 h; inhibition, % at 12.5 µM; 330,000 tested, 0.83% active;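 active = mean inhibition across replicates of 60% or more, whatever share of single replicates reaches that level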; note: values of inactives mirror those of a sister screen read the other way
# * marks the source's active call; other numbers are inactive results; . = no result given. This is a subset, so the mix of outcomes need not match the whole.
SMILES,NR2E3 ag-1,Peg3 promoter,HIF-2a block,hiPSC survival,NR2E3 ag-2,EBV LMP1 NFkB,KKLEB tox,CF NFkB inh,Shn3 inh set2,C8 TRAIL sens,MITF TRPM1 inh
COc1ccc(OC)c(NC(=O)CSc2nnc(CNc3ccc(F)cc3)o2)c1,-14,-8,-11,0.9,-1,-6,2,6,-14,-17,15
CS(=O)(=O)Nc1cccc(S(=O)(=O)N2CCN(C(=O)c3ccccc3)CC2)c1,19,15,9,-0.5,0,2,-4,-13,14,0,-4
CC(=O)Nc1ccc(S(=O)(=O)NCc2nnnn2-c2ccc(Cl)cc2)cc1,4,13,12,-0.5,-3,-2,-5,6,0,-8,8
Cc1cccc(OCC(=O)NCc2ccccc2)c1,-19,-8,-16,0.1,0,-5,0,2,17,-19,3
O=C(NCCN1CCOCC1)c1cccc(NS(=O)(=O)c2ccc(Br)cc2)c1,-15,2,17,0.6,-3,-21,-10,5,-4,5,-12
Cn1nccc1NC(=O)Nc1cccc(Br)c1,-9,-3,-7,-0.5,-2,-1,6,-3,-29,4,-1
Cc1cc(C)c2ccc(Cl)cc2n1,-6,-5,16,-0.8,2,-11,1,-11,2,11,-6
O=C(O)CCN1C(=O)C(=C2CCCCCC2)SC1=S,16,-6,9,7.0,2,-3,11,0,-8,-7,2
COc1ccc(-c2nc3ccccc3c(=O)n2CCCN2CCOCC2)cc1,-25,2,-17,-0.3,2,-7,1,11,-6,-1,-8
Cc1ccc(-c2nnc(N3CCOCC3)c3ccccc23)cc1S(=O)(=O)NCC1CCCO1 (stereo not given),-9,13,24,-1.7,-3,6,-7,24,20,-1,1
COc1cc(NC(=O)c2ccco2)c(OC)cc1NC(=O)CCC(=O)Nc1cc(C)ccc1C,-39,14,25,-0.5,-2,5,-2,-5,14,1,9
COCOc1cccc(CN2CCC(C)(Oc3cccc(C#N)c3)C2)c1 (stereo not given),-22,-5,2,-0.3,.,.,5,-21,-8,19,.
CCCCC(Sc1nc(N)c(NC(=O)c2ccc(OCC)cc2)c(=O)[nH]1)C(=O)O (stereo not given),8,17,15,0.3,0,16,-10,4,-5,-3,0
O=C(CN1C(=O)C2C3C=CC(C3)C2C1=O)N1CC(=O)N(CCc2ccccc2)C(=O)C1 (stereo not given),-19,9,17,2.4,1,1,10,4,-7,-2,4
O=C(O)C1C2C=CC(C2)C1C(=O)NCCc1ccncc1 (stereo not given),-10,9,-3,0.8,-2,-8,8,-4,6,-7,36
COc1ccc(-n2c(SCC(=O)Nc3ccc4c(c3)OCO4)nc3ccccc3c2=O)cc1,-3,7,-6,-0.9,3,4,-4,-1,40,10,11
CC(=O)c1cccc(NC(=O)CCc2nnc3ccc(NCc4ccco4)nn23)c1,-8,11,4,0.2,1,0,-7,13,9,3,-3
COc1cc2nc(NC(=O)c3ccccc3)sc(=O)c2cc1OC,8,19,-32,-0.1,.,10,-18,16,7,2,-32
FC(F)(F)c1ccc(-c2nnc(-c3cccnc3)o2)cc1,-45,-85,-152,-0.5,5,-8,-2,0,-15,10,-29
O=C(NCc1cccnc1)c1cccn1-c1ncc(C(F)(F)F)cc1Cl,-3,7,18,1.6,2,-2,5,-15,-18,-5,-2
CCc1nnc(NC(=O)CSc2nnc(Cc3ccccc3)n2Cc2ccccc2)s1,-15,18,18,-0.3,-1,-3,9,-14,8,7,-2
CC1(C(=O)NCc2ccccc2)Cc2c(-c3cccc(C(N)=O)c3)ccnc2O1 (stereo not given),-42,-9,7,-0.7,.,.,-22,8,17,9,.
C#CCn1c(=O)cc(C)c2ccccc21,17,-14,14,1.2,0,-8,2,4,-2,3,1
COc1ccc(NC(=O)c2nc3nccc(C)n3n2)cc1S(=O)(=O)N1CCOCC1,-27,-7,-10,3.4,.,3,-6,5,13,-13,11
O=C(O)c1nn(CC(=O)N2CCC(Cc3ccccc3)CC2)c(=O)c2ccccc12,-18,9,8,0.1,-3,-17,-10,13,-32,3,1

# (more compounds)
SMILES,NR2E3 ag-1,Peg3 promoter,HIF-2a block,hiPSC survival,NR2E3 ag-2,EBV LMP1 NFkB,KKLEB tox,CF NFkB inh,Shn3 inh set2,C8 TRAIL sens,MITF TRPM1 inh
CC1(C)Cn2c(nnc2-c2cccc(O)c2)S1,-1,-11,6,3.3,1,-11,-5,17,1,-2,-4
C[C@H](CO)N1C[C@H](C)[C@H](CN(C)S(=O)(=O)c2ccccc2C#N)OCc2cnnn2CCCC1=O,-7,14,11,6.4,.,-10,-5,-3,-6,-20,.
Cc1ccc(NC(=O)N2CCCC2)cc1Cl,6,-65,-113,-3.2,3,-9,-7,13,-42,1,-43
CCS(=O)(=O)N1CCN(S(=O)(=O)c2ccc(F)cc2)CC1,25,4,5,0.3,0,-1,-2,1,49,-11,8
COc1ccc(CCNC(=O)CCc2ccc(S(=O)(=O)NC(C)C)cc2)cc1OC,8,8,13,-0.7,-5,-17,7,-18,-17,5,16
c1cncc(CSc2nnc3ccc(-c4ccncc4)nn23)c1,30,2,16,-0.2,3,0,1,-4,-9,-5,-53
CCOC(=O)N1CCN(C(=O)c2cccc(NS(=O)(=O)c3ccc(F)c(F)c3)c2)CC1,-14,0,10,-1.5,2,0,22,-4,-6,12,2
CC1CC(C)CN(S(=O)(=O)c2ccc(C(=O)NN3CCOCC3)cc2)C1 (stereo not given),18,-2,12,-1.8,5,-3,4,-11,3,2,-1
COCCCNC(=O)Cn1nnc(-c2ccc(NC(=O)c3ccccc3OC)cc2)n1,-6,-69,-58,4.1,2,1,8,-2,7,-6,-9
O=C1Nc2ccccc2SC(c2ccccc2)C1O (stereo not given),-5,13,-1,3.3,5,5,0,9,-7,-5,1
Fc1ccccc1NC(=S)N(CCN1CCCCCC1)Cc1cccs1,-10,1,11,0.1,3,-5,3,-1,-4,-3,-3
CCOC(=O)C1CCCN(Cc2ccccc2Cl)C1 (stereo not given),-13,7,7,0.9,1,6,4,0,-6,-9,8
CC(=O)c1ccc(OC(=O)CCc2nc3ccccc3s2)cc1,-3,-3,-11,-0.6,6,-5,3,-11,5,-5,6
Cc1ccc(S(=O)(=O)N2CCOCC2)cc1C(=O)NCc1ccc(F)cc1,-12,6,20,-0.9,0,4,2,-6,4,-13,1
Cc1ccc2nc3c(cc(C(=O)NCCc4ccccc4)c(=N)n3CC3CCCO3)c(=O)n2c1 (stereo not given),-5,13,1,-0.5,6,11,-9,-20,-9,7,-4
CC(C)(C)NC(=O)NC(=O)COC(=O)C1=COCCO1,-2,14,11,-0.4,-2,-4,4,-8,-3,1,17
O=C(Nc1ccccc1)c1ccccc1OCC(O)CN1C(=O)c2ccccc2S1(=O)=O (stereo not given),-20,10,-7,-1.2,0,4,3,-5,-7,-6,4
CC(=O)Nc1c(C(=O)N2CCCCCC2)cnn1-c1ccccc1Cl,8,-13,15,1.7,1,-7,5,2,9,-3,-4
CCNc1nc(N2CCOCC2)nc(N(c2ccccc2)c2ccccc2)n1,-17,11,14,-2.1,0,-1,-13,-17,15,-3,-1
CC(C)(C)C(=O)Nc1ccc(S(=O)(=O)Nc2ccccn2)cc1,34,5,1,3.1,0,-7,5,-22,-21,-8,10
CCS(=O)(=O)N1Cc2ccccc2CC1C(=O)Nc1cccc(C)c1 (stereo not given),-57,-165,-203,-1.2,1,-9,-2,-2,-47,2,-38
O=C(O)c1ccc(-c2ccc(-c3ccccc3)cc2)s1,-151,85*,70*,0.0,-1,2,-3,2,5,34,81*
Cc1cccc(C)c1NC(=O)CN(C)C(=O)CC1OC(=O)c2ccccc21 (stereo not given),-16,5,12,0.2,-1,-9,-6,12,-16,-5,1
CCCNC(=O)Cn1c(=O)cnc2ccccc21,11,-33,18,-2.9,3,0,-9,10,-3,-6,1
COc1ccccc1N1CCN(C(=O)c2cc3c(=O)n4cccc(C)c4nc3s2)CC1,13,6,10,1.0,0,-9,-15,17,13,-1,-4
CCC(C)NC(=O)Cn1c(=O)n(-c2ccc(OC)cc2)c(=O)c2ccc(C(=O)NCc3ccc(C)cc3)cc21 (stereo not given),-3,24,15,1.8,1,-7,10,10,2,-3,-3

# 7 neighbouring compounds out of the list so far, for reference:
SMILES,NR2E3 ag-1,Peg3 promoter,HIF-2a block,hiPSC survival,NR2E3 ag-2,EBV LMP1 NFkB,KKLEB tox,CF NFkB inh,Shn3 inh set2,C8 TRAIL sens,MITF TRPM1 inh
COc1ccc(OC)c(NC(=O)CSc2nnc(CNc3ccc(F)cc3)o2)c1,-14,-8,-11,0.9,-1,-6,2,6,-14,-17,15
CS(=O)(=O)Nc1cccc(S(=O)(=O)N2CCN(C(=O)c3ccccc3)CC2)c1,19,15,9,-0.5,0,2,-4,-13,14,0,-4
CC(=O)Nc1ccc(S(=O)(=O)NCc2nnnn2-c2ccc(Cl)cc2)cc1,4,13,12,-0.5,-3,-2,-5,6,0,-8,8
Cc1cccc(OCC(=O)NCc2ccccc2)c1,-19,-8,-16,0.1,0,-5,0,2,17,-19,3
O=C(NCCN1CCOCC1)c1cccc(NS(=O)(=O)c2ccc(Br)cc2)c1,-15,2,17,0.6,-3,-21,-10,5,-4,5,-12
Cn1nccc1NC(=O)Nc1cccc(Br)c1,-9,-3,-7,-0.5,-2,-1,6,-3,-29,4,-1
Cc1cc(C)c2ccc(Cl)cc2n1,-6,-5,16,-0.8,2,-11,1,-11,2,11,-6
